Shn3 inh set2: Schnurri-3 reporter inhibition in Clone20 osteoblasts; Clone20 osteoblast Shn3 3'UTR firefly luciferase, 24 h; inhibition, % at 12.5 µM; actives 0.52% (n = 360,000);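 active means mean inhibition of at least 75% with every replicate also reaching 75%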;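 further: 0% = median of neutral control wells and 100% = pilot-screen positive control compound; some compounds past the cut are filed as inactive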
MITF TRPM1 inh: reduces MITF-dependent TRPM1 promoter luciferase signal; SK-MEL-5 TRPM1 promoter luciferase, 24 h; inhibition, % at 12.5 µM; actives 0.83% (n = 330,000); AID 488899;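 active means mean inhibition across replicates of 60% or more, whatever share of single replicates reaches that level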; further: values of inactives mirror those of a sister screen read the other way
HIF-2a block: blocks HIF-2a reporter activity; 786-0 RCC cells HIF-2a reporter, luciferase luminescence, overnight; inhibition, % at 18.8 µM; actives 0.72% (n = 360,000);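 active means inhibition of the luminescence signal of 40% or more relative to plate controls, in a single-dose primary screen at 18.75 µM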
NR2E3 ag-1: activates human NR2E3 receptor. Q9Y5X4. CHO-S Gal4-NCOR/VP16-NR2E3 two-hybrid, luciferase. inhibition of corepressor binding, % at 3.98 µM. actives 0.35% (n = 360,000). AID 602229;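 active means inhibition above the mean of all tested compounds plus 3 SD, cut at about 70% in these data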;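 further: 0% = DMSO with NR2E3 transfected cells and 100% = cells lacking NR2E3 construct; higher means lower luciferase signal from less NR2E3 corepressor binding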
Target sequence (Q9Y5X4 whole entry, looked up, the tested form may be a part): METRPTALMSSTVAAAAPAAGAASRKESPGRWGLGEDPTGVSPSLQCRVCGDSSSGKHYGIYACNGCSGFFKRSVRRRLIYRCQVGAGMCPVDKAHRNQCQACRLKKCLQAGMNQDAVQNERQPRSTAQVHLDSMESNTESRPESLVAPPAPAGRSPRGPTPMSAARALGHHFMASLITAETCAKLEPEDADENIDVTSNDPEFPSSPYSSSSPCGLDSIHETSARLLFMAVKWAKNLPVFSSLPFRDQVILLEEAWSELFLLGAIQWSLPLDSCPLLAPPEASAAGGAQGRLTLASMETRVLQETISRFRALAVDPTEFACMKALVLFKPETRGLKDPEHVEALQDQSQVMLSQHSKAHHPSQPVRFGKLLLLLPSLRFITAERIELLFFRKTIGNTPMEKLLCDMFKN
PDI inh: blocks human protein disulfide isomerase activity | P07237 | PDI insulin aggregation turbidity, A650, 90 min | inhibition, % at 10 µM | actives 0.052% (n = 350,000) | AID 588391;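 active means mean inhibition across replicates of 30% or more, whatever share of single replicates reach that level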;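 further: absorbance from insulin aggregation driven by PDI reduction with DTT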
Target sequence (P07237 whole entry, looked up): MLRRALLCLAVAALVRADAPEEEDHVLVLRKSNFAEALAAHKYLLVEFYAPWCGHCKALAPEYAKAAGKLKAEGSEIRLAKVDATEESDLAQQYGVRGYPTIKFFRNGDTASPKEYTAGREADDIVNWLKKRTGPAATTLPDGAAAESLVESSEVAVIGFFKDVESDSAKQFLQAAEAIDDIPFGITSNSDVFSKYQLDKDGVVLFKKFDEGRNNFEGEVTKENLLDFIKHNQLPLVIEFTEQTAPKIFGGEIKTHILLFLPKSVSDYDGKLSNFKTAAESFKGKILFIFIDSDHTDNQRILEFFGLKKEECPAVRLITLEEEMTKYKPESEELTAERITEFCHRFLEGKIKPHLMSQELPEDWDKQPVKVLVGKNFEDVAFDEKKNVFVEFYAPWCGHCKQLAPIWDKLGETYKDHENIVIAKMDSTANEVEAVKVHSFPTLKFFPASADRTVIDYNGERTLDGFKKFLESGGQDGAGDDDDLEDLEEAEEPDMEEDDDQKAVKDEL
Vif inh: HIV Vif inhibition | HEK293T cells, Vif self-association by quenched fluorescence, imaging, 24 h | inhibition, % at 7.49 µM | actives 0.35% (n = 340,000); in the data active means inhibition above about 50%, passing the limit was not always enough; further: some results filed as inactive read as strong as hits
CaV13 FRET inh: Primary screen for inhibitors of IQ motif and Ca2+-dependent inactivation inhibitor domain binding in CACNA1D, Förster resonance energy transfer in living cells, … | HEK cells, CFP/YFP FRET ICDI-IQ, plate reader, 10 min; percent FRET-ratio fall versus neutral wells | inhibition, % at 12.3 µM | actives 0.098% (n = 340,000) | AID 743397;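 active means mean replicate inhibition of at least 30% and at least 1% of replicates passing that level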;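 further: 0% = median of the neutral control wells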
CF NFkB inh: inhibitors of cystic fibrosis induced NF-kB; KKLEB NF-kB-GFP reporter, PAF-induced, GFP fluorescence overnight; AID 588850; inhibition, % at 5 µM; actives 0.86% (n = 360,000);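 active means at least 50% inhibition at 5 µM, scaled per plate between neutral and stimulator controls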;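 further: PAF is a Pseudomonas aeruginosa culture filtrate used as stimulus; plate controls were PAF-stimulated DMSO wells for no effect and unstimulated DMSO wells for full effect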
Peg3 prom inh: Peg3 promoter activity inhibition. HeLa PEG-Prom luciferase reporter, luminescence, overnight. inhibition, % at 20 µM. actives 1.7% (n = 360,000). AID 588405;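 active means inhibition of at least 50% at 20 µM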
NR2E3 ag-2: activates human photoreceptor nuclear receptor NR2E3; Q9Y5X4; actives 0.12% (n = 320,000); inhibition of corepressor binding, % at 4.78 µM; GST-NR2E3/biotin-RetCOR TR-FRET, 1536-well; AID 2300;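 active means percent inhibition above the cutoff of mean plus 3 SD of all tested compounds, set per screening campaign, cut at about 20% in these data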;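 further: 0% = DMSO wells and 100% = biotin wells as full block of FRET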
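System: GST-NR2E3 and biotin-RetCOR proteins; probe or stimulus: 7 nM biotin-RetCOR; doses: compound at 4.8 µM, single dose; schedule: Compound–protein incubation for 5 h at 4 °C; detection: time-resolved FRET; read-out: percent inhibition; controls: biotin wells as high control, 0.6% DMSO wells as low control; format: 1536-well plates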
KKLEB tox: reduces viability of KKLEB cystic fibrosis airway cells; KKLEB CF airway cells viability, ATPlite luminescence, overnight; hits give low values; cells stimulated with P. aeruginosa culture filtrate; activity change (cytotoxicity), % at 5 µM; actives 0.36% (n = 360,000); AID 602141;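 active means corrected activity change at or below -50% at 5 µM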
Starred values were filed as active, the others as inactive; i = inactive; nt = not tested or not shown.

SMILES	Shn3 inh set2	MITF TRPM1 inh	HIF-2a block	NR2E3 ag-1	PDI inh	Vif inh	CaV13 FRET inh	CF NFkB inh	Peg3 prom inh	NR2E3 ag-2	KKLEB tox
O=C(Oc1ccc(/C=N/O)cc1)c1ccccc1	9	-14	7	-8	-3	7	-5	3	-14	-1	2
O=C(NC1CCCCC1)C(c1cccnc1)N(C(=O)CCl)c1ccc(F)cc1 (configuration not stated)	10	87*	40	-16	5	6	-5	46	69*	1	-37
CC(C)CN(C(=O)c1nn(C)c(=O)c2ccccc12)c1nc2ccccc2s1	3	-3	-7	12	-4	-14	-5	11	-13	2	1
CC1=CC(=O)C(C(C)=Nc2ccccc2Cl)C(=O)O1 (configuration not stated)	9	0	11	-16	-4	-5	4	4	-6	4	6
O=C(Nc1cccc(O)c1)c1cc2nc(-c3ccccc3)cc(-c3ccccc3)n2n1	9	-4	13	-8	-1	-4	-4	-4	12	-1	-8
COc1cccc(CNc2cccc(C(F)(F)F)c2)c1O	-47	1	1	-1	0	1	-7	9	1	2	-9
Cc1cc(=O)[nH]c(SCC(=O)NCCc2ccccc2)n1	-21	6	9	-20	10	nt	-3	-4	17	7	-4
CC(C)(C)c1[nH]nc2c1C(C1C=CCCC1)C(C#N)=C(N)O2 (configuration not stated)	-14	-2	21	4	-7	-5	-5	6	28	1	-6
Cc1ccccc1OCC(=O)NN1Cc2ccccc2C1=N	-7	6	7	6	-8	6	-3	-20	10	-3	10
CCc1nc2c(OCc3cccc(OC)c3)cccn2c1N(C)C(=O)C(C)C	-51	nt	7	16	0	-1	-6	9	18	nt	-4
COc1ccc(OCCN2CCC(C(=O)NC(c3ccc(Cl)cc3)c3cccnc3)CC2)cc1 (configuration not stated)	-1	nt	0	-38	0	-2	-10	-10	-12	nt	-7
Cc1csc(NC(=O)c2ccc(C)o2)n1	-64	-34	-159	-101	-2	-1	-3	14	-203	4	8
C(=C/c1ccnc2nc(SC/C=C/c3ccccc3)nn12)/c1ccccc1	-13	1	18	22	-5	-11	nt	-29	34	-1	-6
COc1ccc(C(=O)N[C@H](C(=O)NCc2ccccc2)C(C)C)cc1	8	10	16	-4	2	5	-2	14	-21	-2	-14
Cc1[nH]c(C)c2c(=O)n(Cc3ccccc3Cl)ncc12	15	nt	3	-20	2	2	-5	41	5	nt	-16
COc1ccc(C(=O)O/N=C(\C)c2cnccn2)cc1	-11	-9	-4	-3	-2	-3	-6	-40	-24	2	0
CC(=O)N1CCN(c2ccc(NC(=O)C(C)Oc3ccc(Cl)cc3Cl)cc2)CC1 (configuration not stated)	-20	1	16	3	-1	5	-4	2	7	-5	2
CC(NS(=O)(=O)c1c(N)n(C)c(=O)n(C)c1=O)c1ccccc1 (configuration not stated)	6	-4	6	7	-2	nt	-5	-4	27	2	11
C=CCn1c(Oc2ccccc2)nc2c1c(=O)n(C)c(=O)n2C	9	-2	13	-12	5	-4	1	18	17	2	21
COCCN(CCOC)C(=O)COC(=O)c1ccc(Cl)c(S(=O)(=O)N(C)c2ccccc2)c1	8	-6	7	-46	4	3	-6	-7	6	2	2

Part of the list above, limited to CF NFkB inh:
compound,CF NFkB inh
COc1ccc(C(=O)O/N=C(\C)c2cnccn2)cc1,-40
CC(=O)N1CCN(c2ccc(NC(=O)C(C)Oc3ccc(Cl)cc3Cl)cc2)CC1 (configuration not stated),2

(cont.)
SMILES	Shn3 inh set2	MITF TRPM1 inh	HIF-2a block	NR2E3 ag-1	PDI inh	Vif inh	CaV13 FRET inh	CF NFkB inh	Peg3 prom inh	NR2E3 ag-2	KKLEB tox
Cc1cc(C)cc(OCC(=O)Nc2cccc(-c3nc4ncccc4o3)c2)c1	9	nt	-31	6	10	-1	-7	-10	50	0	-7
COc1ccc(NC(=O)c2cc(S(=O)(=O)N3CCCCC3)ccc2C)cc1S(=O)(=O)N1CCOCC1	65	21	5	-18	4	1	-4	-7	-3	nt	15
Cc1nc(-c2ccc(Cl)cc2)sc1C1(C)CC(c2ccccc2Br)=NO1 (configuration not stated)	-16	-18	-127	-37	1	nt	-4	-4	-73	2	-2
O=[N+]([O-])c1ccc(/C=C/c2ccc3cccc(O)c3n2)cc1	7	-18	-251	-104	-9	i	-4	-33	-239	5	-4
CN(C)CC1CCC/C(=C\c2ccc(OC(=O)c3ccc(Cl)cc3)cc2)C1=O (configuration not stated)	46	92*	17	-57	-4	3	-5	-18	105*	nt	-8
CC(C)n1nccc1NC(=O)Nc1ccccc1	3	-5	-18	-1	2	6	-4	16	-13	5	-10
COc1cc(/C=C/c2ccc3cccc(OC)c3n2)c(OC(C)=O)c([N+](=O)[O-])c1	-5	14	9	19	-4	19	-5	20	18	0	-14
O=C(COC(=O)c1cccnc1Cl)Nc1ncc(Cl)cc1Cl	11	7	12	1	10	-1	-2	10	-14	7	22
COc1ccc(CN(C)CC(=O)Nc2cccc(S(N)(=O)=O)c2)c(OC)c1OC	4	0	16	27	-14	5	-10	-6	12	-2	0
CCOC(=O)C(CCCCOc1ccc([N+](=O)[O-])cc1)C(=O)OCC	4	-12	-17	-1	-1	nt	-8	-2	12	-1	6
CCn1cc(C(=O)NCCCOC)c(=O)c2cc(S(=O)(=O)N(C)C)ccc21	-17	nt	5	-3	nt	-3	-4	2	6	1	-13
Cc1nc(Nc2cccc(C(C)O)c2)c2nnn(Cc3ccc(F)cc3)c2n1 (configuration not stated)	19	10	10	14	4	-10	-2	-8	23	2	-8
COc1ccc(S(=O)(=O)Nc2ccccn2)cc1C	2	-9	10	7	-2	4	-7	4	9	-3	-6
O=C(N/N=C/c1ccc(Cl)cc1)C1CC12CCC2 (configuration not stated)	-23	-36	-213	0	3	-10	-4	1	-197	0	4
CC1CCN(c2[nH]c(=S)c(C#N)c3c2CCCC3)CC1	-46	-1	16	6	-7	0	-13	-15	2	9	18
O=C(Cc1ccccc1)NCc1ccc2c(c1)OCO2	-10	-20	-137	-61	6	-6	-5	-5	-152	-2	-8
CC1Cc2nc(SCC(N)=O)n(C)c(=O)c2S1 (configuration not stated)	1	5	9	-7	-14	1	-7	1	15	0	-12
Cc1cc(C(=O)N/N=C/c2cccnc2)c(C)o1	-10	-20	-23	-9	-1	0	nt	-7	-6	2	12
Cc1cccc(CN2CCN(c3nc4nonc4nc3NC3CC3)CC2)c1	-5	14	13	-19	1	6	-7	-6	-3	1	0
NC(=O)CC(NC(=O)Cc1ccc(Br)cc1)c1ccc(NCCN2CCCCC2)c([N+](=O)[O-])c1 (configuration not stated)	2	-6	11	-29	3	7	-10	6	7	0	-3

Single records, as listed above. Order of screens: Shn3 inh set2	MITF TRPM1 inh	HIF-2a block	NR2E3 ag-1	PDI inh	Vif inh	CaV13 FRET inh	CF NFkB inh	Peg3 prom inh	NR2E3 ag-2	KKLEB tox
`COc1ccc(CN(C)CC(=O)Nc2cccc(S(N)(=O)=O)c2)c(OC)c1OC` as listed: 4	0	16	27	-14	5	-10	-6	12	-2	0
`CCn1cc(C(=O)NCCCOC)c(=O)c2cc(S(=O)(=O)N(C)C)ccc21` as listed: -17	nt	5	-3	nt	-3	-4	2	6	1	-13
`CC(C)n1nccc1NC(=O)Nc1ccccc1` as listed: 3	-5	-18	-1	2	6	-4	16	-13	5	-10
`CC1CCN(c2[nH]c(=S)c(C#N)c3c2CCCC3)CC1` as listed: -46	-1	16	6	-7	0	-13	-15	2	9	18

(listing goes on)
SMILES	Shn3 inh set2	MITF TRPM1 inh	HIF-2a block	NR2E3 ag-1	PDI inh	Vif inh	CaV13 FRET inh	CF NFkB inh	Peg3 prom inh	NR2E3 ag-2	KKLEB tox
CCOC(=O)Cc1csc(NC(=O)c2cccs2)n1	-32	-64	-142	-58	-2	3	-8	-20	-134	4	12
Cc1ccc(C(=O)NCCn2cc(SCC(=O)Nc3cc(C)on3)c3ccccc32)cc1	-33	nt	-12	12	nt	nt	-6	18	-2	0	8
COc1cc(NC(=S)NCCCN2CCOCC2)cc(OC)c1	3	4	10	-6	-73	-28	-5	4	7	-1	19
O=C(CN1C(=O)/C(=C/c2cccc(Br)c2)SC1=S)NCCCN1CCOCC1	-7	-18	-6	-42	4	11	-8	6	-5	0	0
CN(CC(=O)Nc1cccc(F)c1)C(=O)CCCNC(=O)c1ccc(Cl)cc1	-67	-55	-151	-33	6	1	-6	-5	-231	-2	5
NS(=O)(=O)c1cccc(NC(=O)CCSc2ccccc2Cl)c1	-59	-79	-177	4	3	-2	-4	16	-210	0	0
COc1ccc(C)cc1S(=O)(=O)N1CCCC(C(=O)N2CCOCC2)C1 (configuration not stated)	16	1	10	20	-1	-2	-2	-3	-8	1	9
COc1cccc(CN(C(=O)/C=C/c2ccco2)C2CCS(=O)(=O)C2)c1 (configuration not stated)	-5	-6	-7	-10	5	1	-7	-25	1	1	23
Cc1ccccc1/C=C/C(=O)N1CCOCC1	-20	-23	-64	-17	-3	0	-4	-8	-53	0	-10
CCCN(/C=N/c1sc2c(c1C#N)CCCCC2)CCC	63	-11	-69	-10	6	-15	-3	1	-41	2	0
Cc1cccc(S(=O)(=O)N(C)C[C@H]2OCc3cn(nn3)CCCC(=O)N([C@H](C)CO)C[C@@H]2C)c1	-7	nt	12	-36	-3	nt	-10	-3	-1	nt	1
O=C(Nc1ccc2c(c1)C(=O)NC2=O)c1ccccc1	0	-2	-28	-9	1	-3	-10	15	-13	2	-11
CCCn1c(SCC(=O)N2CCCc3ccccc32)nnc1-c1ccco1	1	0	7	-11	4	-3	nt	-16	8	-1	7
Cc1c(CNC(=O)c2cnn3c2NC(c2ccccc2)CC3C(F)(F)F)cnn1C (configuration not stated)	24	-4	22	-10	2	6	-9	0	18	6	-6
O=C(Nc1ccc2oc(-c3ccccc3F)nc2c1)c1ccccc1F	-73	-71	-326	-127	-4	0	-19	-29	-276	0	-11
O=C(O)C1CCN(S(=O)(=O)c2ccc3[nH]ccc3c2)CC1	1	nt	12	8	-4	-11	-16	6	9	nt	6
C=Cc1ncc(OC)c2c1[nH]c1ccccc12	12	82*	31	55	nt	15	nt	5	81*	1	-54*
CCOc1ccccc1NS(=O)(=O)c1cc2c3c(c1)C(C)C(=O)N3CCC2 (configuration not stated)	-2	0	5	-14	20	-3	-14	4	4	0	7
CN(C)c1ccc(CNC2C3CC4CC(C3)CC2C4)cc1 (configuration not stated)	19	1	-3	2	-15	-4	-4	8	17	-3	2
O=C(NCc1cccnc1)C1CCCN(S(=O)(=O)c2ccc(Cl)cc2)C1 (configuration not stated)	7	-1	13	-22	9	-2	-4	-4	6	0	6
O=S(=O)(NCc1ccco1)c1cnc(Cl)c(Br)c1	7	5	16	4	-2	-3	-2	11	0	3	-14
CN(CC(=O)Nc1ccc(F)cc1)C(=O)c1cc([N+](=O)[O-])ccc1N1CCOCC1	-2	0	2	-15	-4	11	-15	-29	7	-1	22
Cc1cccc(/C=N/Nc2nncc3ccccc23)c1	6	-65	-155	-109	0	-5	11	-29	-64	-1	-35

Screening data (PubChem BioAssay)
